# SR-BI DiI inh – mouse SR-BI HDL lipid transfer inhibition; Q61009; ldlA[mSR-BI] CHO cells, DiI-HDL uptake fluorescence, 3 h; inhibition, % at 12.5 µM; 320,000 compounds, 0.96% hits; AID 488896;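 active means mean replicate inhibition of at least 70% and a set share of replicates each scoring 70 or more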;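 further: 0% = median of neutral control wells and 100% = median of positive control wells; values of inactives mirror those of a sister screen read the other way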
# Mot1-301 SUMO – inhibitors of SUMOylation pathway: yeast Mot1-301 growth rescue; 320,000 compounds, 1% hits; growth rescue, % at 18.8 µM; S. cerevisiae Mot1-301 growth rescue, ATP luminescence, 38.5C; percent above DMSO median, 100 means doubled;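 active means every valid replicate shows activation above 250% relative to neutral control wells; inactive means the rest, any valid replicate at or below 250%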;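 further: OY570 slx delta 5 strain wells were the positive control but not used for scaling; some compounds called inactive have numbers as strong as hits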
# NSD2 inh – NSD2 (human) methyltransferase inhibition; 310,000 compounds, 0.54% hits; NSD2 peptide methylation, AlphaScreen, 120 min; inhibition, % at 12.5 µM; O96028; in the data active means inhibition above about 50%
# Target sequence (O96028 whole entry, looked up): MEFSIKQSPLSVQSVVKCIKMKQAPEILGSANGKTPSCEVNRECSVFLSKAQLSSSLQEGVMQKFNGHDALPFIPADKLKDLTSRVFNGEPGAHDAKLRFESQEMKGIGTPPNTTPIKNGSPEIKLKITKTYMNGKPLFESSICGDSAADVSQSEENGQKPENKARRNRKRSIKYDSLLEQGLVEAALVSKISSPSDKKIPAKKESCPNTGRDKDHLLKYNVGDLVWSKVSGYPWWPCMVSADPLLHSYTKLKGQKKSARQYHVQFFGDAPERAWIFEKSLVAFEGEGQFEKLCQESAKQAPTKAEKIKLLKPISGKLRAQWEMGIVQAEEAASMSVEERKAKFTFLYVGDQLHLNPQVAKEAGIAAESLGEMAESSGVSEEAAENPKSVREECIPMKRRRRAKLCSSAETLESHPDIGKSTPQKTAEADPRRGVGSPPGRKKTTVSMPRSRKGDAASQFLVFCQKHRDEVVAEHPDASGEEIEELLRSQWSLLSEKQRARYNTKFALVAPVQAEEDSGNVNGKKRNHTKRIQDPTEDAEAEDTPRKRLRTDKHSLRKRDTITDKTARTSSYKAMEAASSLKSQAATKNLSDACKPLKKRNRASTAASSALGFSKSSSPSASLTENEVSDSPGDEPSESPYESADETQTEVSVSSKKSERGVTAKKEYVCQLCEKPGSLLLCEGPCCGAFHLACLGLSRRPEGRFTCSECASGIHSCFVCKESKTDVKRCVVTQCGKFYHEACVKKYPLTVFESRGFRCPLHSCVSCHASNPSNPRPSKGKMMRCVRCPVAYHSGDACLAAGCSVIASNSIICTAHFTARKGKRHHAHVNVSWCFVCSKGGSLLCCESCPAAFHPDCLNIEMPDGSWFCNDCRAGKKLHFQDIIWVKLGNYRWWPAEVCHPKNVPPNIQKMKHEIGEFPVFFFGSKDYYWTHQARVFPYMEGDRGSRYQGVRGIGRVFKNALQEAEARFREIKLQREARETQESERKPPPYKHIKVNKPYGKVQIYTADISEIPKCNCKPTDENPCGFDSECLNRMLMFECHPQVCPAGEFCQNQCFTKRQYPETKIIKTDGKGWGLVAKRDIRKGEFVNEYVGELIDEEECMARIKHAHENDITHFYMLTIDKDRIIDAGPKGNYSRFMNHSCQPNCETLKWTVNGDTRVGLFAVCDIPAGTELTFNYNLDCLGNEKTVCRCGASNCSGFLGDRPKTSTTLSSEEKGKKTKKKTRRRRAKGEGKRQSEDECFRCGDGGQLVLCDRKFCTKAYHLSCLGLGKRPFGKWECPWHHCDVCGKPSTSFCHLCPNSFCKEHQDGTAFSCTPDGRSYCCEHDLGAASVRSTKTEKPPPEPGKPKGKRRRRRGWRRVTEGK
# PKA-R1A activ – activates the PKA-R1A holoenzyme complex | 340,000 compounds, 0.083% hits | activation, % at 11.4 µM | PKA-R1A dissociation, Cy5-IP20 fluorescence polarization; scaled: DMSO 0%, 113 µM cGMP 100% | AID 504707 | P00514+P68181;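 active means percent activation above the mean of all tested compounds plus 3 SD, cut at about 19% in these data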;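 further: higher means more PKAc released from R1A so a rise in polarization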
# MITF act – MITF TRPM1 promoter activation in melanoma cells | SK-MEL-5 TRPM1-promoter luciferase, 24 h; % of positive control, neutral wells = 0 | activation, % at 12.5 µM | 300,000 compounds, 0.75% hits | AID 588334;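 active means mean activation of at least 80% with every replicate also reaching 80%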;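 further: 0% = neutral control wells and 100% = parthenolide positive control wells; values of inactives mirror those of a sister screen read the other way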
# CDK5 inh – CDK5/p35 (human) kinase inhibition | inhibition, % at 10 µM | 330,000 compounds, 0.01% hits | Recombinant CDK5/p35, ADP-Glo luminescence, 60 min | Q00535+Q15078;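 active means highest replicate inhibition of at least 50% and at least 75% of replicates reaching 50%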;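 further: plate controls were DMSO neutral control for no effect and GW8510 at 10 µM for full effect; many of its hits are not listed in these tables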
# Pemphigus Ab inh – human desmoglein-3 autoantibody binding inhibition; 310,000 compounds, 0.48% hits; DSG3-coupled beads, scFv-anti-DSG3-GFP binding, flow cytometry; active compounds read low; AID 588358; binding (percent of control), % at 10 µM; P32926;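 active means binding more than 3 SD below its plate's average and above zero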;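 further: hits lower antibody fragment binding to DSG3; some compounds called inactive have numbers as strong as hits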
# PKA-R2B act – activates the human PKA-R2B holoenzyme complex | activation, % at 11.4 µM | PKA-R2B holoenzyme dissociation, Cy5-IP20 fluorescence polarization; R2B truncated from residue 108, S112A mutant; 0% DMSO only, 100% 113 µM cGMP | 340,000 compounds, 0.079% hits | P22694+P31323;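 active means activation above a cutoff set at the mean over all compounds plus 3 SD, cut at about 18% in these data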;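 further: higher means more holoenzyme dissociation and a rise in polarization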
# Arrestin-AP2 inh – inhibitors of human beta-arrestin and AP2 interaction; inhibition, % at 10 µM; 340,000 compounds, 0.31% hits; FITC-arrestin peptide / GST-AP2 beads, flow cytometry; AP2 beta2 appendage carries R879A mutation;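 active means inhibition above a set limit, near 3 SD of compounds lacking own fluorescence, cut at about 54% in these data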;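 further: plate controls were DMSO wells for no effect and 5 µM unlabelled arrestin peptide for full effect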
#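 System: GST-tagged AP2 beta2-adaptin appendage (R879A) on 4 µm glutathione beads / Reagent: FITC-arrestin peptide, 50 nM / Detection: HyperCyt-sampled flow cytometry, FL1 channel, ex 488/em 535 nm / Timing: 12 min plus 1 h, RT / Buffer or medium: PBS plus Tween 20 (0.05%) and BSA (0.1%)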
# dFosB activator – activators of mouse delta FosB homodimer; P13346; purified delta FosB, TAMRA-CDK5 oligo fluorescence polarization; percent of positive-control signal above neutral wells; activation, % at 25 µM; 340,000 compounds, 0.99% hits;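 active means mean activation above about 17%, with every replicate also reaching it, limit read from the data, passing the limit was not always enough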;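 further: fluorescence polarization rise as delta FosB binds a TAMRA Cdk5 AP-1 oligo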
# SR-BI uptake up – activators of SR-BI mediated HDL lipid uptake; CHO ldlA[mSR-BI] cells, DiI-HDL uptake fluorescence, 3 h; 100 = double the neutral-control signal; activation, % at 12.5 µM; 320,000 compounds, 0.096% hits;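 active means mean replicate activation of at least 60% and every replicate at or above 60%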;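 further: 0% = median plate neutral-control signal and 100% = twice that signal; values of inactives mirror those of a sister screen read the other way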
#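 Test system: SR-BI-overexpressing, LDLR-lacking CHO cells; Also added: labelled HDL, 10 µg/mL; Measured by: bottom-read cell fluorescence after medium removal, ex 550/em 595 nm; Timing: 3 h uptake period with compound, 37 °C; Buffer or medium: F12, 0.5% BSA, 25 mM HEPES; Doses: single compound concentration, delivered by pin transfer.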
# Numbers without * were called inactive; . = not tested or not shown.
SMILES,SR-BI DiI inh,Mot1-301 SUMO,NSD2 inh,PKA-R1A activ,MITF act,CDK5 inh,Pemphigus Ab inh,PKA-R2B act,Arrestin-AP2 inh,dFosB activator,SR-BI uptake up
O=C(CSc1nc(-c2ccccc2Cl)ns1)Nc1ccc2c(c1)OCO2,-12,3,-1,-10,18,-2.5,104,-4,0,-1,12
COc1ccc(CN(CC(=O)NCc2ccc(F)cc2)C(=O)c2ccco2)cc1,.,6,1,-4,.,0.4,109,-8,24,0,.
CC(O)c1ccc2c(c1)OCCOCCN(C)CCOCCO2 (centres undefined),-5,3,1,0,-7,0.1,110,1,7,3,5
Cc1ccc(NS(=O)(=O)c2cc3c(cc2C)NC(=O)CO3)cc1,-10,-20,.,1,.,2.1,113,5,8,-7,10
Cc1ccc(SCc2nn(C)c(Cl)c2C=O)cc1,-18,-14,-2,-13,54,0.9,101,-4,15,0,18
O=C(N/N=C/c1ccccc1C(=O)O)C(=O)N1CCCCC1,-16,-13,-3,6,-2,-2.4,94,-7,-12,5,16
NC(=O)c1ccsc1NC(=O)COC(=O)CSc1ccc(Cl)cc1,-5,503,-2,2,1,-0.4,102,-10,1,-8,5
O=S(=O)(Nc1ccc(Cl)c(Cl)c1)N1CCOCC1,-24,1,-2,-14,11,0.2,102,6,-14,-1,24
COc1ccc(CC(=O)N[C@@H]2c3ccccc3CC[C@@H]2OCc2ccccc2)cc1,-21,.,.,-7,1,-0.4,97,-8,31,6,21
O=C(COC(=O)CCCOc1ccc(Cl)cc1Cl)NCc1ccc(F)cc1,2,4,-1,-6,0,0.9,100,-4,5,2,-2
CC(CNC(=O)CCn1c(=O)c2cccn2c2ccc(F)cc21)c1ccccc1 (centres undefined),45,-2,-4,3,6,0.5,99,-10,-19,-3,-45
COCCNC(=O)CCCn1c(=O)c2cc(OC)c(OC)cc2n(CC(=O)Nc2ccccc2OC)c1=O,.,20,-3,-4,3,-0.9,101,2,-2,-7,.
O=C(CSc1nnc(-c2ccc3c(c2)OCO3)o1)Nc1ncc(Cl)cc1Cl,18,-16,1,1,22,-1.5,103,-2,4,-8,-18
CC(Oc1ccccc1)C(=O)NNC(=O)c1cccs1 (centres undefined),-14,5,-1,-8,15,0.4,.,-9,8,-6,14
CCCS(=O)(=O)N1CCCC(C(=O)NC(C)c2ccc3c(c2)OCCO3)C1 (centres undefined),17,-13,-1,-2,5,0.1,101,-9,-1,4,-17
CCc1ccccc1NC(=O)C1CCN(C(=O)N2CCOc3ccccc32)CC1,-7,73,.,0,.,0.8,99,3,8,-1,7
CC1C(=O)N2CCCc3cc(S(=O)(=O)N4CCN(c5ccc(F)cc5)CC4)cc1c32 (centres undefined),-24,19,5,-3,-11,-0.9,.,1,-2,-9,24
Cc1ccc(NC(=O)c2sc3ccccc3c2Cl)nc1,0,449,.,-4,-15,0.8,103,-15,14,-7,0
COc1ccc(C)cc1NC(=O)C1CCCN(S(=O)(=O)c2cccnc2)C1 (centres undefined),39,196,-2,-25,-3,0.7,101,-7,3,-5,-39
CC(C)OCc1ccc(C(=O)N2CCN(S(=O)(=O)c3ccc(Br)s3)CC2)cc1,-3,-20,-1,-3,8,-6.4,110,-6,-12,-13,3
COc1ccc(NC(=O)CSc2nnc(C3CCCCC3)n2N)c(OC)c1,-3,-18,3,8,6,-1.6,.,-3,15,-1,3
CCOc1ccc(C(C)NC(=O)Nc2ccc(F)cc2F)cc1 (centres undefined),8,33,.,0,-9,0.1,.,11,-1,0,-8
Clc1ccccc1OCCCn1ccnc1,2,5,7,8,-3,0.4,113,-3,25,-3,-2
CN(c1ccccc1)S(=O)(=O)c1ccc(C(=O)OCC(=O)N2CCOCC2)cc1,-13,-8,-8,1,-12,0.0,.,-13,2,0,13
COc1ccc(NC(C)=O)cc1S(=O)(=O)Nc1ccc(OCc2ccccc2)cc1,-3,0,1,-4,-3,0.4,.,-6,-17,-14,3
Cc1sc2ncnc(OCC(=O)NC(C)C(C)C)c2c1C (centres undefined),-11,4,0,-4,5,0.0,82,-1,-9,-2,11
O=C(NCc1ccc2c(c1)OCO2)c1ccc(CS(=O)(=O)c2ccc(Br)cc2)o1,1,38,.,-9,-3,-1.0,108,1,15,-11,-1
O=C(N/N=C/c1ccccc1O)C1(O)c2ccccc2-c2ccccc21,41,266,-5,-7,-9,0.7,91,-6,15,-10,-41
Cc1cccc(C(=O)NNC(=O)c2ccc(NC(=O)C(C)(C)C)cc2)c1,4,104,-3,-17,-5,0.5,111,-3,31,-10,-4
O=C(CN(C(=O)c1csnn1)c1ccc(F)c(Cl)c1)NCc1ccc(F)cc1,-10,74,-2,-18,2,-2.0,102,-6,-13,11,10
O=C1N(Cc2ccc3c(c2)OCO3)c2ccccc2C1(O)c1c[nH]c2ccccc12 (centres undefined),-6,6,.,0,.,0.7,89,2,3,1,6
COc1ccccc1N(CC(=O)NCCc1ccccc1)S(C)(=O)=O,-10,0,-2,5,-10,2.4,103,-4,-3,-2,10
O=C(NCCCN1CCOCC1)C1CC(=O)N(CCc2ccccc2)C1 (centres undefined),-22,.,-1,-1,-5,0.0,95,7,4,0,22
Cc1ccc(NC(=O)C2CCCN(S(=O)(=O)c3cnc[nH]3)C2)cc1F (centres undefined),-11,-15,.,5,-2,-1.3,106,-12,-3,4,11
COc1cccc(/C=C2\SC(=S)N(CCCC(=O)N3CCCCC3CCO)C2=O)c1 (centres undefined),7,-22,4,-1,-29,0.7,.,-6,-7,-17,-7
CN=C1c2cc3cc(OC)ccc3n2CCN1C,-1,-3,0,1,.,-4.3,.,-14,-4,-3,41
O=C(Nc1ccccn1)Nc1ccccc1[N+](=O)[O-],6,0,11,7,27,2.5,87,7,-9,-4,-6
Cc1ccc(-c2[nH]ncc2/C=C(\C#N)C(=O)NC2CCCCC2)cc1,20,-18,-4,-12,-22,-1.7,101,-4,0,-29,-20
COc1ccc(CNS(=O)(=O)c2c(C)[nH]c(C)c2C(=O)N2CCCCC2)cc1,-6,18,-1,2,20,0.6,105,-3,-3,-3,6
Cc1ccc(NC(=O)CSc2cccc[n+]2[O-])c([N+](=O)[O-])c1,3,6,1,-1,14,-0.1,115,9,16,-7,-3
COc1ccc(NC(=O)CSc2nnc(CC(=O)Nc3ccc(F)cc3)n2C)cc1,.,-8,-2,6,-7,0.8,125,2,-11,1,.
Cc1c(-c2nc(N)nc(Nc3ccc(F)cc3)n2)oc2ccccc12,43,-9,-2,6,33,2.2,.,3,1,71*,-43
CCCCCCCNC1=CC(=O)CC(c2ccco2)C1 (centres undefined),10,-9,0,0,6,0.8,102,-2,4,-6,-10
O=C(COC(=O)c1ccc(Cl)cc1Cl)Nc1cccc(S(=O)(=O)NC2=NCCC2)c1,-2,4,.,5,-3,-0.6,97,-1,17,-9,2
CN(Cc1ccccc1)C(=O)CCCn1c(=O)c2cccn2c2cccnc21,35,-6,1,-2,2,-0.4,101,-7,7,-10,-35
COc1ccc(C=NNC(=O)c2ccccc2NS(=O)(=O)c2cccs2)cc1O,1,-10,2,1,.,3.3,.,-4,-4,-8,-1
COc1ccccc1NC1=C(Cl)C(=O)OC1OC(=O)c1ccco1 (centres undefined),-9,23,0,0,-5,0.2,105,3,-15,-5,9
CNC(=O)CN(c1ccc(C23CC4CC(CC(C4)C2)C3)cc1)S(C)(=O)=O,-28,11,-1,8,-8,-8.1,103,-5,1,3,28
O=c1c2cc([N+](=O)[O-])ccc2nc2n1CCC2,-18,12,1,0,-7,0.1,109,1,7,4,18
Cc1ccc(OCc2nc(-c3ccccn3)no2)c(Br)c1,-3,-7,-6,-12,16,-0.7,116,4,-5,-10,3

# Results in Mot1-301 SUMO, for some of the entries so far:
Compound | Mot1-301 SUMO
CN(Cc1ccccc1)C(=O)CCCn1c(=O)c2cccn2c2cccnc21 | -6
COc1ccc(C=NNC(=O)c2ccccc2NS(=O)(=O)c2cccs2)cc1O | -10

# (further entries)
SMILES,SR-BI DiI inh,Mot1-301 SUMO,NSD2 inh,PKA-R1A activ,MITF act,CDK5 inh,Pemphigus Ab inh,PKA-R2B act,Arrestin-AP2 inh,dFosB activator,SR-BI uptake up
CCN(CCn1cccn1)C(=O)CCc1nnc(CCc2ccccc2OC)o1,0,-8,-4,0,-2,0.1,92,-8,17,0,0
CCn1ccnc1CN(C)C(=O)CC1C(=O)NCCN1Cc1c(F)cccc1Cl (centres undefined),-14,15,-5,-6,-7,-1.5,102,-13,-24,-2,14
CCCC(=O)N/C(N)=N/c1nc(C)c2ccccc2n1,18,-16,0,-11,-4,0.0,.,-6,-7,-11,-18
CCc1ccc(NC(=O)C2(C)Cc3ccccc3C(=O)O2)cc1 (centres undefined),1,-11,-7,8,14,1.3,95,-3,15,-10,-1
Cc1ccc(-c2cc(C(=O)Nc3nccs3)c3ccccc3n2)o1,-14,-3,-2,7,4,0.1,113,3,4,-24,14
O=C(Nc1ccc(S(=O)(=O)Nc2ncccn2)cc1)C12CC3CC(CC(Cl)(C3)C1)C2,-16,2,3,-7,-2,-0.2,99,1,3,-7,16
O=C1CCN(Cc2nc(-c3ccc(Cl)cc3)no2)CCN1,-8,-17,-3,-1,-10,1.9,108,-3,-1,-14,8
CCc1ccc(N2CC(C(=O)Nc3ccc(S(=O)(=O)Nc4nccs4)cc3)CC2=O)cc1 (centres undefined),.,4,8,6,8,-2.4,114,-8,21,-5,.
Cc1cc(C(=O)COC(=O)c2ccc[nH]c2=O)c(C)n1C1CC1,2,-10,0,6,11,-0.5,97,0,0,-4,-2

# Exported with the structure last: entries from further up
SR-BI DiI inh,Mot1-301 SUMO,NSD2 inh,PKA-R1A activ,MITF act,CDK5 inh,Pemphigus Ab inh,PKA-R2B act,Arrestin-AP2 inh,dFosB activator,SR-BI uptake up,Molecule
0,-8,-4,0,-2,0.1,92,-8,17,0,0,CCN(CCn1cccn1)C(=O)CCc1nnc(CCc2ccccc2OC)o1
-14,15,-5,-6,-7,-1.5,102,-13,-24,-2,14,CCn1ccnc1CN(C)C(=O)CC1C(=O)NCCN1Cc1c(F)cccc1Cl (centres undefined)

# Rows are unselected. About 4.7% of those tested had a hit in this group.
